# Screening data: PubChem, several laboratories
# UGM FP inh – blocks M. tuberculosis UGM enzyme. P9WIQ1. purified UGM, fluorescence polarization probe displacement. inhibition, % at 10 µM. hit rate 0.06% among 320,000. AID 504406; in the data active = inhibition above about 10%, passing the limit was not always enough
# Target sequence (P9WIQ1 whole entry, looked up): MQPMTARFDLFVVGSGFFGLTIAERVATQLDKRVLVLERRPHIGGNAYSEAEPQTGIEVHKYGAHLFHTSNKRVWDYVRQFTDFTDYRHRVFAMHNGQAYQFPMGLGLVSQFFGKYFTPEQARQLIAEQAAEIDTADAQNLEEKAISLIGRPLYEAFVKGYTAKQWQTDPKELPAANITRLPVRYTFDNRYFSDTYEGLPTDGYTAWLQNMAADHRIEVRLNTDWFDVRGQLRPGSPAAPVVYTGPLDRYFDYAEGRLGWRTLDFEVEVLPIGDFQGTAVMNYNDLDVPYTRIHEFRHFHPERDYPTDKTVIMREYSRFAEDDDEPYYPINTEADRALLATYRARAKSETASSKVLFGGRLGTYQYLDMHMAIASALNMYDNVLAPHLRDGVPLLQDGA
# GDH-TPI inh – counter-screen for M. tuberculosis FBA inhibitors: GDH-TPI coupled enzymes | GDH-TPI coupled enzyme counterscreen, NADH absorbance | inhibition, % at 4.8 µM | hit rate 1.2% among 360,000; in the data active = inhibition above about 30%;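 note: 0% = DMSO wells and 100% = wells lacking the enzyme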
# FBA Mtb inh – inhibits M. tuberculosis FBA enzyme. purified M. tuberculosis FBA, fluorescence read-out. inhibition, % at 1 µM. hit rate 2.3% among 360,000; in the data active = inhibition above about 27%;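 note: 0% = vehicle and 100% = reference inhibitor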
# Mtb BioA inh – blocks M. tuberculosis BioA enzyme activity | purified M. tuberculosis BioA enzyme, plate reader | inhibition, % at 9.99 µM | hit rate 0.096% among 360,000; in the data active = inhibition above about 40%
# BH1578 lux ind – quorum light induction in luxS cqsA deficient V. cholerae; AID 588436; hit rate 0.16% among 350,000; activation, % at 18.7 µM; V. cholerae BH1578 lux reporter, luminescence, 6 h; in the data active = activation mostly above about 9.7%, no sharp cut-off; note: not every result past the cut was called active; inactives centre near 0; reference of the scale not given here
# Rv3671c inh – inhibitors of M. tuberculosis serine protease Rv3671c; P9WHR9; inhibition, % at 5.96 µM; hit rate 0.048% among 320,000; AID 2606; in the data active = inhibition above about 38%;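 note: extracellular domain of Rv3671c used as enzyme; 0% = enzyme with DMSO and 100% = no enzyme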
# DUSP3 inh – blocks human VHR1 dual specificity phosphatase; P51452; inhibition, % at 13.3 µM; hit rate 0.52% among 290,000; recombinant VHR phosphatase, pNPP absorbance; in the data active = inhibition above about 50%; note: some compounds called inactive have numbers as strong as hits
# Target sequence (P51452 whole entry, looked up): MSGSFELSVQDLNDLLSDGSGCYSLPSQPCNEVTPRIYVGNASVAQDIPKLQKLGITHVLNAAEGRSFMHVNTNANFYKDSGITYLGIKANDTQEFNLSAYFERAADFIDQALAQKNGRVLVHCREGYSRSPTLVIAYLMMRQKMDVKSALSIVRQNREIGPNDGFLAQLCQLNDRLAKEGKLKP
# MazF activator – activators of E. coli MazEF toxin-antitoxin RNase; FAM/BHQ RNA-DNA oligo cleavage fluorescence, 5 h; hit rate 0.32% among 350,000; AID 504720; activation, % at 20 µM; P0AE70; in the data active = activation above about 50%
# Target sequence (P0AE70 whole entry, looked up): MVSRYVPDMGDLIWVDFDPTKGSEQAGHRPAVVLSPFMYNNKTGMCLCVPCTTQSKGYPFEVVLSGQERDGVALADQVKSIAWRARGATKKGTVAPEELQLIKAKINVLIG
# SARS 3CLpro inh – SARS-CoV 3CLpro protease inhibition; recombinant SARS-CoV 3CLpro, quenched FRET peptide cleavage; inhibition, % at 6 µM; hit rate 0.14% among 290,000; AID 1706; in the data active = inhibition above about 12%
# SSB-PriA inh – K. pneumoniae PriA-SSBct interaction inhibition. AlphaScreen SSBct-PriA binding, biotinylated peptide. inhibition, % at 33 µM. hit rate 0.6% among 430,000. AID 1272365; in the data active = inhibition mostly above about 37%, no sharp cut-off; inactive = mostly below about 20%;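 note: plate controls were negative control peptide for no effect and reference peptide for full effect; strong numbers were not always called active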
# * = called active by the depositor; i = inactive; / = not tested or not shown; & = joins results of further samples. Not all compounds are listed, so the mix of outcomes need not match the whole.
[1] Cc1ccc(CNC(=O)c2ccccc2NC(=O)CN2CCN(C)CC2)cc1
[2] Cc1ccc(C(=O)NC2CC2)cc1S(=O)(=O)N1CCOCC1
[3] COc1cc(O)c(C(CCN2CCCCC2)c2ccc3c(c2)OCO3)c(OC)c1 (centres undefined)
[4] N=c1n(CCO)c2ccccc2n1CCN1CCCCC1
[5] COc1ccc(/C=C(/NC(=O)c2ccccc2)C(=O)N/N=C/c2ccncc2)cc1
[6] COc1cccc(S(=O)(=O)Nc2cccnc2)c1
assay / entry	1	2	3	4	5	6
UGM FP inh	5.4	-0.9	3.2	4.1	2.7	3.0
GDH-TPI inh	13	-1	0	0	35*	1
FBA Mtb inh	-3	-1	1	0	2	0
Mtb BioA inh	0.1	-0.9	0.9	/	/	/
BH1578 lux ind	-6.2	i	i	-0.8	i	1.2
Rv3671c inh	5	-10	5	1	-4	7
DUSP3 inh	56*	/	22	1	4	3
MazF activator	8	5	-22	3	0	2
SARS 3CLpro inh	-3	/	/	2	-2	-2
SSB-PriA inh	-7	-12	13	-12	/	-13&-1

# 3 entries already listed, ordered by length of the SMILES, largest number first:
[5] COc1ccc(/C=C(/NC(=O)c2ccccc2)C(=O)N/N=C/c2ccncc2)cc1
[1] Cc1ccc(CNC(=O)c2ccccc2NC(=O)CN2CCN(C)CC2)cc1
[2] Cc1ccc(C(=O)NC2CC2)cc1S(=O)(=O)N1CCOCC1
assay / entry	5	1	2
UGM FP inh	2.7	5.4	-0.9
GDH-TPI inh	35*	13	-1
FBA Mtb inh	2	-3	-1
Mtb BioA inh	/	0.1	-0.9
BH1578 lux ind	i	-6.2	i
Rv3671c inh	-4	5	-10
DUSP3 inh	4	56*	/
MazF activator	0	8	5
SARS 3CLpro inh	-2	-3	/
SSB-PriA inh	/	-7	-12

# Next part:
[7] COC(=O)c1ccccc1NC(=O)c1cncc(Br)c1
[8] COC(=O)C1=C(c2cc3ccccc3o2)C[C@@H]2CC[C@H]1N2C(=O)NCCCOC(C)C
[9] NCC(O)c1cc(O)c(O)cc1F (centres undefined)
[10] Cc1ccc(C)c(OCCn2cc(/C=C(\C#N)C(=O)NCC3CCCO3)c3ccccc32)c1 (centres undefined)
[11] O=C(O)CCC(=O)N1CCc2cc(S(=O)(=O)NC3CCCc4ccccc43)ccc21 (centres undefined)
[12] COc1ccccc1CNC(=O)COc1ccc(S(=O)(=O)N2CCCC2)cc1
assay / entry	7	8	9	10	11	12
UGM FP inh	0.7	-1.4	-1.9	1.5	2.5	-2.3
GDH-TPI inh	11	21	7	10	4	5
FBA Mtb inh	-1	6	4	3	-2	2
Mtb BioA inh	-2.0	-1.7	0.7	-1.2	3.6	-1.0
BH1578 lux ind	i	-0.9	-0.3	i	i	-10
Rv3671c inh	-7	5	0	-30	-1	7
DUSP3 inh	6	/	/	-1	5	-14
MazF activator	-8	3	10	-37	7	0
SARS 3CLpro inh	-3	/	/	10	-4	0
SSB-PriA inh	-4	3	-17	-18	-4	-6

# Ten of these compounds in another layout.
# The line under a structure holds: UGM FP inh | GDH-TPI inh | FBA Mtb inh | Mtb BioA inh | BH1578 lux ind | Rv3671c inh | DUSP3 inh | MazF activator | SARS 3CLpro inh | SSB-PriA inh
[3] COc1cc(O)c(C(CCN2CCCCC2)c2ccc3c(c2)OCO3)c(OC)c1 (centres undefined)
 : 3.2 | 0 | 1 | 0.9 | i | 5 | 22 | -22 | / | 13
[4] N=c1n(CCO)c2ccccc2n1CCN1CCCCC1
 : 4.1 | 0 | 0 | / | -0.8 | 1 | 1 | 3 | 2 | -12
[5] COc1ccc(/C=C(/NC(=O)c2ccccc2)C(=O)N/N=C/c2ccncc2)cc1
 : 2.7 | 35* | 2 | / | i | -4 | 4 | 0 | -2 | /
[6] COc1cccc(S(=O)(=O)Nc2cccnc2)c1
 : 3.0 | 1 | 0 | / | 1.2 | 7 | 3 | 2 | -2 | -13&-1
[7] COC(=O)c1ccccc1NC(=O)c1cncc(Br)c1
 : 0.7 | 11 | -1 | -2.0 | i | -7 | 6 | -8 | -3 | -4
[8] COC(=O)C1=C(c2cc3ccccc3o2)C[C@@H]2CC[C@H]1N2C(=O)NCCCOC(C)C
 : -1.4 | 21 | 6 | -1.7 | -0.9 | 5 | / | 3 | / | 3
[9] NCC(O)c1cc(O)c(O)cc1F (centres undefined)
 : -1.9 | 7 | 4 | 0.7 | -0.3 | 0 | / | 10 | / | -17
[10] Cc1ccc(C)c(OCCn2cc(/C=C(\C#N)C(=O)NCC3CCCO3)c3ccccc32)c1 (centres undefined)
 : 1.5 | 10 | 3 | -1.2 | i | -30 | -1 | -37 | 10 | -18
[11] O=C(O)CCC(=O)N1CCc2cc(S(=O)(=O)NC3CCCc4ccccc43)ccc21 (centres undefined)
 : 2.5 | 4 | -2 | 3.6 | i | -1 | 5 | 7 | -4 | -4
[12] COc1ccccc1CNC(=O)COc1ccc(S(=O)(=O)N2CCCC2)cc1
 : -2.3 | 5 | 2 | -1.0 | -10 | 7 | -14 | 0 | 0 | -6

# New compounds follow:
[13] COc1ccccc1CC(=O)NCc1nn(-c2ccccc2)nc1C
[14] O=c1[nH]c(O)c(N=Nc2cc([N+](=O)[O-])ccc2O)c(=O)[nH]1
[15] Cc1cccc(S(=O)C(c2ccccc2)c2ccccc2)c1 (centres undefined)
[16] CCCCN1C(=O)/C(=C2/Sc3ccc(Cl)cc3N2CC)SC1=S
[17] CCCCCn1c(=O)[nH]c2cc(C(=O)N3CCN(c4ccccc4F)CC3)ccc2c1=O
[18] O=C(OCc1nc2ccccc2s1)c1ccc(Br)s1
assay / entry	13	14	15	16	17	18
UGM FP inh	-0.7	0.0	/	2.4	-1.8	1.0
GDH-TPI inh	-3	14	2	/	6	-9
FBA Mtb inh	1	-26	-1	/	1	-3
Mtb BioA inh	/	/	-0.2	/	-2.9	-0.3
BH1578 lux ind	0.0	-0.5	7.1	/	-0.3	-0.2
Rv3671c inh	-7	-47	/	-4	-16	4
DUSP3 inh	-15	22	/	9	16	20
MazF activator	5	-7	-1	/	-10	-14
SARS 3CLpro inh	5	5	/	-4	-1	5
SSB-PriA inh	-11	28	-14	/	-5	-12&-19

[19] COc1ccc(S(=O)(=O)N2CCCCC2)cc1NC(=O)C1CC1(Cl)Cl (centres undefined)
[20] CC(=O)NC1=NN(C(C)=O)C(C)(c2ccccn2)S1 (centres undefined)
[21] CCN1/C(=C/c2cc[n+](C)cc2)C=Cc2cc(C)ccc21
[22] Cc1ccc(-n2nnnc2-c2cccs2)cc1[N+](=O)[O-]
[23] NC(=O)c1ccc(NC(=O)COC(=O)C2CCN(S(=O)(=O)c3cccs3)CC2)cc1
[24] N#CCn1cnc2c(oc3ccccc32)c1=O
[25] Cc1nnc(NC(=O)CSc2nccn2C)s1
assay / entry	19	20	21	22	23	24	25
UGM FP inh	/	1.3	-3.0	0.2	3.5	0.0	-1.3
GDH-TPI inh	-4	-2	6	0	0	-8	-11
FBA Mtb inh	0	-2	4	3	-2	-3	3
Mtb BioA inh	-0.7	/	/	/	1.8	-0.6	-0.5
BH1578 lux ind	0.6	3.2	-0.2	-0.3	i	i	-0.5
Rv3671c inh	/	-5	-21	3	2	2	5
DUSP3 inh	/	6	2	/	/	14	27
MazF activator	-12	-21	16	1	8	8	-4
SARS 3CLpro inh	/	5	0	/	/	3	3
SSB-PriA inh	/	-24	/	-13	-4	-12	-2
